GLS inh = glutaminase GLS (human) inhibition; O94925; GLS enzymatic activity, qHTS titration; 410,000 compounds, 0.21% hits; Potency, µM (series often up to 45.5 µM), for the others: at the highest dose activity change, negative = inhibition, hits mostly inhibitors; AID 624170; also: % is scaled to controls: 0 for no effect and ±100 for the full control effect
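hKGA in 45 mM KH2PO4 (pH 8.2), 0.02% Tween-20 with compound, then 1mM L-Glutamine (stock as added) plus glutamate oxidase/HRP/Amplex red coupling mix. Fluorescence read initially and after 30 min at RT; signal change reflects glutamate formation.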
RGS4 inhibitor = inhibitors of human regulator of G protein signaling 4. P49798. Transcreener GDP fluorescence polarization, RGS4-accelerated GTP hydrolysis. Potency, µM (top dose mostly 114 µM), inactives show at the highest dose activity change, negative = inhibition, actives largely listed as inhibitors. 390,000 compounds, 0.039% hits. AID 504845; also: % is scaled to controls: 0 for no effect and ±100 for the full control effect; nearly all actives have a fitted effect of over 75% in size; some results filed as inactive show a strong effect at the top dose
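MLSMR compounds (23 nl, pin-transferred) preincubated 10 min at room temperature with a 500nM (2x) first reagent, then RGS4 at 900nM (2x) plus Transcreener GDP mix added; fluorescence polarization (620/688 nm) read before and after 90 min at 30 °C.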
HP1b chromo inh = blocks HP1-beta chromodomain binding to methylated histone tails. P83916. AlphaScreen HP1-beta / biotin-H3K9me3 peptide binding. Potency, µM (series often up to 114 µM), without a hit: top-dose activity change, negative = inhibition, hits mostly inhibitors. 390,000 compounds, 0.56% hits; also: nearly all actives have a fitted effect of over 70% in size; inactives centre near 23
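HP1-beta protein (50 nM final) preincubated 30 min at room temperature with biotinylated H3(1-18)K9me3 peptide (50 nM) in PBS pH 7.4, 0.01% Tween-20, then compound added for 30 min. AlphaScreen streptavidin donor/nickel chelate acceptor beads (10 ug/mL final), 30 min dark, luminescence read.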
JMJD2A Tudor = JMJD2A Tudor domain (human) inhibition; O75164; AlphaScreen JMJD2A-Tudor / H3K4me3 peptide binding; Potency, µM (top dose mostly 114 µM), inactives show top-dose activity change, negative = inhibition, actives largely listed as inhibitors; 390,000 compounds, 4.4% hits; AID 504339; also: % is scaled to controls: 0 for no effect and ±100 for the full control effect; nearly all actives have a fitted effect of over 50% in size
Target sequence (O75164 whole entry, looked up, the tested form may be a part): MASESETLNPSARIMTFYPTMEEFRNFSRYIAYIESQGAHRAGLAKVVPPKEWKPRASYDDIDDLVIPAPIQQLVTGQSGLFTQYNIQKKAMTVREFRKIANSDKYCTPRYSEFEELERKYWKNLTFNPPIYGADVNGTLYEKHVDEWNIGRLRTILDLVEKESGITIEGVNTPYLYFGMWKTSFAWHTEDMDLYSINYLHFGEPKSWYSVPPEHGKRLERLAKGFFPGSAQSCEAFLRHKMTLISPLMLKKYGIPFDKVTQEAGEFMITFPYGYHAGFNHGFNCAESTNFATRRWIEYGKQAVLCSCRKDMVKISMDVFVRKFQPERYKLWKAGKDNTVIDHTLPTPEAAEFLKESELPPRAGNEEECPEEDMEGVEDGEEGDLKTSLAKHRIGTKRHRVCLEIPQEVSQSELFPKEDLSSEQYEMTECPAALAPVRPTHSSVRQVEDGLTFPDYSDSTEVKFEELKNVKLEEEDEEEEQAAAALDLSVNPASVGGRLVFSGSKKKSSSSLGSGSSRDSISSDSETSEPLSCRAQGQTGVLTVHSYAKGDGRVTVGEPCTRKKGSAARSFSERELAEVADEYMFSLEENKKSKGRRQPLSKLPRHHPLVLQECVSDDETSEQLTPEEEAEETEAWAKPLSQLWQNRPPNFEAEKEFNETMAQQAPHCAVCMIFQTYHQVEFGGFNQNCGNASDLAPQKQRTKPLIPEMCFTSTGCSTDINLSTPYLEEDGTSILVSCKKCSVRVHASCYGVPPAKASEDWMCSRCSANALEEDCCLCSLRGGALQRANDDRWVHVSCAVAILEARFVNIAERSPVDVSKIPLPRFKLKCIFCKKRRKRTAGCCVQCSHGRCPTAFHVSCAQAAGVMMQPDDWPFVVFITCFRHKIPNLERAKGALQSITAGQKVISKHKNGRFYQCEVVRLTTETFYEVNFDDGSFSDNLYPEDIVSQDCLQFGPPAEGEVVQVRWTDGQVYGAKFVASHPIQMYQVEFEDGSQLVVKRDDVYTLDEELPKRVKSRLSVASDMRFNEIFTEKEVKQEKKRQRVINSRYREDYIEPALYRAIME
ERG-DNA inh = inhibitors of human ERG Ets domain-DNA interaction; P11308; fluorescence polarization, His-ERG Ets domain / labelled DNA; Potency, µM (doses to about 76.9 µM), without a hit: top-dose FP activity, negative = inhibition, most hits filed as inhibitors; 370,000 compounds, 0.028% hits; AID 624246; active = well fitted inhibition curve with a large enough effect in the polarisation, with a control signal flat; inconclusive = small, poorly fitted or top-dose-only effect, or effect the other way, or a change in a side signal; inactive = no such curve, though single readings can be large or run the other way; the % refers to the polarisation;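 also: polarization taken with two DNA probes labelled with fluorescein and Texas red; % of control where 0% means no effect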
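His-tagged ERG Ets domain (1 uM in the protein solution; 300mM KCl, 50mM Tris-HCl, 1mM EDTA, 1mM DTT, pH 7.5) received compound, then a probe mix of 5 nM fluorescein-DNA and 100nM Texas-615-DNA. Fluorescence polarization was read for both dyes.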
ALOX12 inh = inhibitors of human 12S-lipoxygenase ALOX12. AID 1671190. Potency, µM (top dose mostly 108 µM), for inactives: at the highest dose activity change, negative = inhibition, actives largely listed as inhibitors. 580,000 compounds, 1.1% hits. P18054. purified 12hLO, xylenol orange hydroperoxide absorbance; also: % is scaled to controls: 0 for no effect and ±100 for the full control effect
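Purified human 12hLO (150 nM final) in 25 mM Hepes, 0.01% Triton X-100, pH 7.0 was preincubated 15 min at room temperature with compound. Then 40 uM arachidonic acid was added, 30 min. Hydroperoxide was read by Fe-XO absorbance ratio 573/405 nm.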
Pin1 inh = blocks the human prolyl isomerase Pin1; Q13526; Pin1 FP peptide displacement, HiFluor488, 10 min; Potency, µM (highest dose often 115 µM), without a hit: top-dose activity, negative = inhibition, usual class: inhibitors; 390,000 compounds, 0.009% hits; AID 504891; active = well fitted inhibition curve with a large enough effect in the polarisation, with a control signal flat, not every such curve was filed as active; inconclusive = small, poorly fitted or top-dose-only effect, or effect the other way, or a change in a side signal; inactive = no such curve, though single readings can be large or run the other way; the % refers to the polarisation; also: % is scaled to controls: 0 for no effect and ±100 for the full control effect
TrxR1 inh = blocks rat thioredoxin reductase 1 | Potency, µM (highest dose often 114 µM), inactives show at the top dose activity change, negative = inhibition, actives largely listed as inhibitors | 390,000 compounds, 1% hits | recombinant rTrxR1, NADPH fluorescence consumption, selenite substrate | O89049; also: % is scaled to controls: 0 for no effect and ±100 for the full control effect; nearly all actives have a fitted effect of over 65% in size
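Rat TrxR1 (90 nM in the dispensed reagent) was pre-reduced with 400 uM NADPH for 5 min at room temperature, then incubated with compound for 15 min. After 400 uM selenite was added, NADPH fluorescence (Ex 340/Em 450 nm) was followed for 8 min.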
PGK inhibitor = T. brucei PGK inhibition; P07378; PGK/GAPDH coupled, Kinase-Glo luminescence, 60 min; 380,000 compounds, 0.043% hits; Potency, µM (highest dose often 57.5 µM), inactives show at the highest dose activity change, negative = inhibition, usual class: inhibitors; also: % is scaled to controls: 0 for no effect and ±100 for the full control effect; nearly all actives have a fitted effect of over 60% in size
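Recombinant glycosomal PGK reaction used 1,3-bisphosphoglycerate generated in-well by GAPDH (100nM final) in 100mM TEA pH 7.6, 5mM MgCl2, 0.01% Tween-20. After 60 minutes at room temperature, ATP was read by Kinase-Glo Plus luminescence end-point.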
* hit, by the source's call; i = inactive; ? = inconclusive; / = no result given; & = joins results of further samples; [ ] = remark or other dose. Unless noted, calls follow the shape of the dose curve; as a rule, active = well fitted curve in the direction sought with a large enough effect; inconclusive = small, poorly fitted or top-dose-only effect, or another doubt; inactive = no such curve, though single readings can be large; an effect the other way counts as inactive or inconclusive. Potency is read from the fitted curve at half-maximal effect. The list is partial. The share of hits here may be higher or lower than overall.

SMILES	GLS inh	RGS4 inhibitor	HP1b chromo inh	JMJD2A Tudor	ERG-DNA inh	ALOX12 inh	Pin1 inh	TrxR1 inh	PGK inhibitor
O=C(Cc1ccccc1)Nc1cccc([N+](=O)[O-])c1	-1%	14%[11.4 µM]	65%[activator]	-6%	14%	-9%	-10%	10%	-11%
Cc1cc(-c2n[nH]c(=S)n2-c2ccc(F)cc2)nn1C	1%	-5%	25%	25µM*	9%	?	-2%	-6%	-1%
Cc1c(C(=O)O)c(-c2ccccc2)nn1-c1ccccc1	-6%	7%	35%[activator]	-35%	-13%	0%	-1%	10%[57.1 µM]	-4%
Cc1ccc(-n2c(SCC(=O)Nc3ccc4c(c3)OCCO4)nc3c([nH]c4ccccc43)c2=O)cc1	-19%	8%	5%[57 µM]	-27%	-2%	-21%	10%	33%[activator][57.1 µM]	6%
C(=C\c1ccccc1)/CSc1nc2ncccc2[nH]1	-6%	-8%	36%	-1%	1%	-10%	1%	-3%	-9%
CC1=C(C(N)=O)C(c2ccc(Cl)cc2)n2nc(CCCO)nc2N1 (configuration not stated)	-6%	-9%	27%	11%	1%	-7%	2%	-8%	-5%
COc1ccc(-c2c(C#N)c(N)nc3c2CCCCCC3)cc1OC	-7%	1%	25%	-14%	/	6%	-5%	29%	6%[11.5 µM]
O=C(Nc1ccnn1C1CCN(C(=O)c2ccc(F)c(Cl)c2)CC1)C1CC1	-2%	-12%	36%	-7%	18%	480%[activator]	-2%	7%	i
Cc1cc(OCCCC(=O)NC2=NCCS2)ccc1Cl	-4%	-1%	33%[activator]	-6%	-3%	4%	-2%	17%	-8%
Cn1ncc2c1ncn1nc(CCc3ccccc3)nc21	1%	-4%	24%	-8%	/	23%	-1%	6%	0%
CCCc1cc(=O)[nH]c(SCCN2C(=O)c3ccccc3C2=O)n1	-2%	-5%	32%	5%	-6%	1%	1%	13%	8%
COc1cccc(OCCn2c(-c3ccc(Br)cc3)nc3ccccc3c2=O)c1	1%	23%	?	19%	-2%	-26%	2%	20%	4%

A draw from above in order of heavy-atom count, falling:
SMILES	GLS inh	RGS4 inhibitor	HP1b chromo inh	JMJD2A Tudor	ERG-DNA inh	ALOX12 inh	Pin1 inh	TrxR1 inh	PGK inhibitor
COc1cccc(OCCn2c(-c3ccc(Br)cc3)nc3ccccc3c2=O)c1	1%	23%	?	19%	-2%	-26%	2%	20%	4%
COc1ccc(-c2c(C#N)c(N)nc3c2CCCCCC3)cc1OC	-7%	1%	25%	-14%	/	6%	-5%	29%	6%[11.5 µM]
Cc1cc(OCCCC(=O)NC2=NCCS2)ccc1Cl	-4%	-1%	33%[activator]	-6%	-3%	4%	-2%	17%	-8%

Other structures
SMILES	GLS inh	RGS4 inhibitor	HP1b chromo inh	JMJD2A Tudor	ERG-DNA inh	ALOX12 inh	Pin1 inh	TrxR1 inh	PGK inhibitor
COc1ccc(NC(=S)NC2CCCCC2)c(OC)c1	-8%	-18%	?	-30%	1%	-26%	-7%	22%[57.1 µM]	-4%
O=C(Cn1ncc2c1-c1ccccc1OC2)Nc1ccc(Cl)cn1	-1%	-28%	35%	-4%	10%	9%	4%	8%[57.1 µM]	-5%
O=C(Nc1ccc(C(=O)NCC2CCN(Cc3ccccc3F)CC2)cc1)C1=CSCCO1	5%	-2%	8%[57 µM]	-23%	20%	3%	0%	25%	-10%
Cc1ccc(N(C(=O)Nc2ccccc2)C2=NCCC2)cc1	12%	13%	35%	8%	9%	?	3%	24%	-6%
CC(=O)Nc1ccc(S(=O)(=O)Nc2nc(-c3ccc(C(C)(C)C)cc3)cs2)cc1	9%	-23%	-24%	?	-1%	-22%	-4%	-14%	-2%
Cc1nccn1CC(=O)N/N=C/c1cccs1	-8%	-27%	12%	-4%	-5%	103%[activator]	-2%	7%[57.1 µM]	-8%
Cc1ccc(SCC(=O)OCC(=O)N(CC(C)C)c2c(N)n(Cc3ccccc3)c(=O)[nH]c2=O)c(C)c1	2%	-8%	28%	-2%	2%	0%	-5%	21%	-4%
CC(C)NC(=O)C(c1ccc(F)cc1)N(Cc1ccco1)C(=O)CCC(=O)Nc1ccccn1 (configuration not stated)	1%	0%	-5%	-13%	-5%	-18%	2%	6%	i
COc1ccccc1CC(=O)N1CCN(S(=O)(=O)c2cccs2)CC1	-1%	-11%	33%	1%	7%	0%	-11%	10%	0%
CC(=O)/C(=N/Nc1ccccc1Cl)Sc1nnc(C(O)c2ccccc2)n1-c1ccccc1 (configuration not stated)	10%	-4%	21%	?	9%	?	-12%	?	-1%
CCN(CC)CCNC(=O)c1c(C)n(-c2ccccc2)c2cc(Br)c(OC)cc12	28%	16%[56.9 µM]	16%	-28%[57.1 µM]	-2%	-6%	-3%	-18%	4%
S=C(NC1CCCCC1)N(CCc1ccccc1)CCc1ccccc1	-10%	-28%	114%[activator]	10%	7%	?	58%[activator]	37%	i
O=C1SCC(c2ccc(Cl)cc2Cl)=NN1Cc1nnc(-c2ccccc2)o1	-2%	9%	33%	7%	4%	4%	33%[activator]	-16%	i
COC(=O)c1ccc(NC(=O)Cn2c(-c3nonc3N)nc3ccccc32)cc1	-2%&5%	-36%	41%&64%[activator]	-11%&-25%	-1%&12%	?	13%&26%	-13%&24%	-2%
O=C(NCc1ccccn1)c1cccc(S(=O)(=O)Nc2ccc(SC(F)F)cc2)c1	5%	-31%	22%	-20%	-5%	-1%	-2%	20%	-9%
COc1cccc(-c2cc(C(=O)Nc3cc(C)n(Cc4ccc(Cl)cc4)n3)no2)c1	0%	20%	2%	-20%	8%	12%	2%	20%	-2%
CC1=CC(C)(C)NC(=S)N1c1cccc(Cl)c1	1%	-3%	1%[57 µM]	-21%	-2%	?	-3%	-1%[2.29 µM]	-10%
Cc1cccc(NC(=O)CCC2CCN(C(=O)C3CC=CCC3)CC2)c1 (configuration not stated)	0%	25%	-2%	-5%	11%	6%	-9%	-3%	2%
CCOc1ccc(=O)n(-c2ccccc2)n1	-8%	5%[11.4 µM]	-13%	-8%[11.4 µM]	4%	20%	2%	10%	-5%
CCOC(=O)c1c(C)[nH]c(C(=O)NNC(=O)c2ccc(C(C)(C)C)cc2)c1C	-2%	-27%	25%	-21%	-9%	-2%	6%	5%[57.1 µM]	i
COc1ccc(CCNC(=O)Cn2ccc3c(OC)cccc3c2=O)cc1OC	-6%	15%	36%	-3%	12%	1%	4%	5%	-3%
Cc1c(Cl)cccc1NC(=O)CN1C(=O)c2ccccc2Sc2ncccc21	19%	20%	13%	-18%	0%	-21%	8%	3%	-8%
Cc1cc(C)cc(OCC(=O)O/N=C(\N)c2cccnc2)c1	5%	-34%	72%[activator]	14%	-10%	-34%	-7%	44%[activator][11.4 µM]	i
O=C(CSc1nc2ncccc2[nH]1)Nc1ccccc1-c1ccccc1	0%	13%[56.9 µM]	50%[activator]	-16%	-8%	9%	1%	-5%	3%
COc1ccc(-c2csc(NC(C)=O)n2)cc1OC	21%	?	-18%	56µM*	-6%	3%	-11%	18%[57.1 µM]	-1%
Cc1ccccc1C(=O)NCCN=C1NS(=O)(=O)c2ccccc21	-11%	3%	4%	-17%	2%	9%	-1%	17%	-9%
Cc1nc2sccn2c(=O)c1S(=O)(=O)NCCc1ccccc1	8%	9%	20%	-6%	3%	28%	6%	21%[57.1 µM]	-4%
Cc1ccc(CS(=O)(=O)Cc2ccc(C(=O)NCc3cccnc3)o2)cc1	0%	-2%	25%	-7%	/	-27%	-5%	7%	/
CCOC(=O)c1c(N)nn(C(=O)c2ccccc2F)c1-c1ccc(OC)cc1	10%	-5%	39%[activator]	-2%	-2%	0%	1%	14%[57.1 µM]	3%
CCC(C)NS(=O)(=O)c1ccc(OCC(=O)NCc2ccccn2)cc1 (configuration not stated)	-3%	-19%	22%	-7%	15%	-4%	0%	11%	i
CC(C)CNC(=O)CSc1nc(-c2cccs2)cc(C(F)(F)F)n1	2%	-7%	74%[activator]	3%	-1%	0%	-3%	12%	i
O=C(C1CC1)N1CCc2cc(Br)cc(S(=O)(=O)N3CCOCC3)c21	0%	-8%[56.9 µM]	31%	-12%[57.1 µM]	-1%	0%	?	-4%	i
CNC(=S)NNC(=O)c1sccc1OCc1ccc(C)cc1	-9%	-40%	32%	-10%	-4%	-20%	3%	0%	0%
Clc1ccc(-c2c[n+]3c(n2-c2ccccc2)SCC3)cc1	5%	-6%	31%[activator]	-6%	5%	-10%	3%	0%[57.1 µM]	1%
CC1CCC(N2CCN(S(C)(=O)=O)CC2)CC1 (configuration not stated)	21%	12%	45µM*	3.2µM*	3%	?	-2%	6%	1%
CN1CCN(C(=O)CSc2nc(-c3ccncc3)ccc2C#N)CC1	-1%	23%	47%[activator]	1%	10%	0%	-3%	-2%[57.1 µM]	-2%
CCOC(=O)C1=C(C)NC(=O)NC1c1ccc(N(C)C)cc1 (configuration not stated)	16%	-11%	17%	-35%	4%	?	11%	-3%	-10%
O=C(CN(Cc1ccco1)C(=O)c1ccccc1F)Nc1ccccc1C(F)(F)F	-1%	3%	20%	-11%	-10%	0%	-11%	14%	1%
CCOc1ccc(-c2nonc2NC(=O)c2oc3c(C)c(C)ccc3c2C)cc1OCC	2%	-7%	14%	-19%	-3%	0%	11%	17%	-5%
CC(CC(=O)O)NCC1COc2ccccc2O1 (configuration not stated)	0%	9%	14%	9%	8%	2%	-3%	12%	5%
